P. falciparum M1AAP = P. falciparum M1AAP inhibitors, biochemical, fluorogenic H-Leu-NHMec substrate, 1536-well (AID 1445). recombinant M1AAP, H-Leu-NHMec fluorogenic kinetic assay; higher % means a stronger effect. inhibition, % at 30 µM, or IC50 in µM where a hit was titrated. hit rate 0.42% among 220,000;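 active = primary inhibition above the hit cutoff, then over 50% inhibition at one or more dose response concentrations, cut at about 23% in these data, passing the limit was not always enough; inconclusive = conflicting primary data, or primary hits not chosen for dose response; inactive = low primary inhibition, or under 50% at every dose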;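 note: plate controls were DMSO full reaction for no effect and no enzyme background for full effect; strong numbers were not always called active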
P. falciparum M17LAP = P. falciparum M17LAP inhibitors, primary screen, biochemical, fluorogenic H-Leu-NHMec substrate, 1536-well (AID 1619). Leucine aminopeptidase (Plasmodium falciparum (isolate 3D7)). recombinant M17LAP, H-Leu-NHMec fluorogenic kinetic assay; higher % means a stronger effect. one-dose inhibition, % at 30 µM; IC50 in µM for titrated hits. hit rate 0.38% among 220,000;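 active = compound inhibiting the enzyme by more than half at any dose during confirmatory dose-response retesting; inconclusive = strong single-dose inhibitors picked by rank but not retested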;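 note: plate controls were full reaction with DMSO carrier for no effect and no enzyme background for full effect; strong numbers were not always called active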
CSM14.1 death rescue = rescue of cells from ER stress-induced death, primary screen, 384-well, CSM14.1, thapsigargin, ATP luminescence (AID 1222) | CSM14.1 thapsigargin-induced death rescue, ATP luminescence; higher % means a stronger effect | cellular ATP content (survival), % at 20 µM; hits with a dose series show EC50 in µM | 190,000 tested, under 10 active;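 active = EC50 below 50 µM in the dose-response confirmation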;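 note: death triggered by thapsigargin at about 15 µM added after 2 h compound pretreatment; cell ATP read after overnight thapsigargin exposure of roughly 18 to 22 hours; normalized against plate controls of thapsigargin alone and 5% DMSO vehicle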
XIAP antagonists = XIAP antagonists, biochemical, IAP family, fluorescence polarization (AID 1018); hit rate 0.007% among 200,000; displacement, % at 20 µM, or IC50 in µM where a hit was titrated; E3 ubiquitin-protein ligase XIAP (Homo sapiens); XIAP BIR domain, fluorescence polarization peptide displacement; higher % means a stronger effect; in the data active = displacement above about 50%; note: a part of the inactive calls stands beside numbers as strong as those of hits
PMI inhibition = human PMI inhibitors, high substrate, primary screen, biochemical, fluorescence intensity, high mannose 6-phosphate (AID 1220); recombinant PMI enzyme, coupled fluorescence intensity; higher % means a stronger effect; hit rate 0.66% among 190,000; Mannose-6-phosphate isomerase (Homo sapiens); one-dose inhibition, % at 20 µM; IC50 in µM for titrated hits; in the data active = inhibition above about 50%
Yfh1-off respiration = enhancers of respiration in Yfh1-depleted yeast, dose response, Friedreich's ataxia, plus single-dose screen (AID 1465); S. cerevisiae Yfh1-off respiration, WST-1 reduction, 72 h; higher fold induction means a stronger effect; one-dose fold induction at 50 µM; EC50 in µM for titrated hits; hit rate 0.074% among 220,000;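 active = fold induction of absorbance versus untreated yeast above a set limit, then at least 30% activation at any dose in follow-up; inconclusive = repeats straddling the limit, or above it without dose testing; inactive = fold induction below the set limit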;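 note: activators that raise dye reduction in frataxin-depleted yeast; strong numbers were not always called active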
West Nile virus CPE = West Nile virus antiviral activity, cell-based, CPE readout (AID 1621); West Nile virus-infected cells, CPE inhibition; higher % means a stronger effect; CPE inhibition, % at 10 µM, or IC50 in µM where a hit was titrated; hit rate 0.02% among 290,000; in the data active = a potency from the dose series; inconclusive = CPE inhibition mostly from about 3.7% at the one dose, without a potency; inactive = the rest, 99 in 100 with CPE inhibition below about 2.2%; note: strong numbers were not always called active
Salmonella PhoP GFP = inhibitors of PhoP regulon expression, primary screen, Salmonella Typhimurium, GFP reporter (AID 1863); S. Typhimurium PhoP-regulated promoter GFP reporter, 4 h; higher % means a stronger effect; one-dose inhibition, % at 50 µM; IC50 in µM for titrated hits; hit rate 0.16% among 300,000;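 active = inhibition over 29.93%, a cutoff 3 SD above the screen mean, later confirmed by dose response; inconclusive = inhibition over 29.93% but no dose response follow-up; inactive = inhibition at most 29.93% or unconfirmed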;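 note: 0% = low Mg2+ inducing control and 100% = high Mg2+ repressing control; strong numbers were not always called active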
Siah-1 displacement = Siah-1 peptide-binding antagonists, primary screen, biochemical, fluorescence polarization, rhodamine-plectin, uHTS (AID 1817). Siah-1 / rhodamine-plectin peptide fluorescence polarization; higher % means a stronger effect. E3 ubiquitin-protein ligase SIAH1 (Homo sapiens). hit rate 0.02% among 290,000. displacement, % at 20 µM, or IC50 in µM where a hit was titrated;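 active = displacement of at least 50% at 20 µM, with a fluorescence ratio check between 0.3 and a set limit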;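 note: plate controls were Siah plus tracer with DMSO for no effect and tracer alone without Siah for full effect; strong numbers were not always called active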
Active calls of the source: *; i = inactive; ? = inconclusive; / = no result given. Not a hit list, and some 1.6% of all compounds hit somewhere here.

SMILES	P. falciparum M1AAP	P. falciparum M17LAP	CSM14.1 death rescue	XIAP antagonists	PMI inhibition	Yfh1-off respiration	West Nile virus CPE	Salmonella PhoP GFP	Siah-1 displacement
N#CC(C#N)=NNc1ccc(S(=O)(=O)N2CCCCC2)cc1	13%	3%	-0.7%	-37%	-42%	i	-0.4%	2%	5%
Cc1ccc2[nH]c(=O)c(CN(C)C(=O)c3cccs3)cc2c1	6%	2%	-5.9%	-3.0%	-8%	i	-1.6%	-3%	0%
CSc1nsc(SC)c1C(=O)N1CCN(S(=O)(=O)c2ccc(C)cc2)C1C(C)C (stereo unspecified)	-2%	1%	-0.1%	2.6%	13%	i	1.8%	-8%	-2%
O=C(CSCC(=O)NC1CC1)Nc1ccccc1	5%	0%	-0.9%	-5.7%	2%	i	0.1%	-7%	-7%
C=CCNS(=O)(=O)c1ccc(OCC(=O)OCC)cc1	0%	5%	-0.1%	-3.1%	13%	i	-0.1%	-5%	2%
COc1cnc(SCc2c(Cl)cccc2Cl)nc1Cl	-1%	0%	-3.5%	-2.5%	10%	i	?	6%	-2%
CCn1cc(C(=O)O)c(=O)c2cc(F)c(N/N=C/c3ccccc3[N+](=O)[O-])cc21	-5%	2%	13%	-1.3%	-6%	i	2.3%	15%	8%
CCOC(=O)/C=c1\s/c(=C\c2ccc(C)cc2)c(=O)n1CC(=O)NCc1ccco1	6%	0%	-1.8%	-20%	-11%	i	-0.3%	-14%	2%
NC(=O)COC(=O)c1cccc(S(=O)(=O)N2CCN(c3ccccc3)CC2)c1	8%	1%	0.1%	-7.6%	10%	i	-0.1%	-7%	-6%
COC(=O)c1ccc(Oc2nc3c(c(=O)n(C)c(=O)n3C)n2CCC(C)C)cc1	1%	-7%	-1.8%	-10%	10%	i	-0.1%	12%	-3%
Cc1ccc2c(c1)CC1(CN2C)C(=O)OC2(CCCCC2)OC1=O	1%	0%	-0.7%	-4.8%	32%	i	0.2%	-12%	4%
O=[N+]([O-])c1ccc(Oc2cccc(C(F)(F)F)c2)nc1	5%	-2%	/	/	/	i	0.2%	-3%	6%
O=C(NCc1nnc2c3ccccc3c(-c3ccccc3)nn12)c1ccccc1Cl	4%	1%	4.9%	-1.9%	2%	i	-0.8%	14%	6%
CCC/C=C(\CCC)C(NC(=O)Cc1ccccc1)c1ccc(C(=O)OC)cc1 (stereo unspecified)	6%	-1%	-3.1%	-3.5%	5%	i	-0.5%	1%	2%
COc1ccc2occ(C(=O)c3ccc(N=C(C)N(C)C)cc3)c2c1	11%	-2%	-1.3%	2.1%	12%	/	/	-4%	0%
Cn1c(=O)cc(SCC(=O)N2CCCC2)c2ccccc21	7%	8%	0.4%	-1.9%	2%	/	/	-13%	2%
CN1C(C(=O)NCc2ccc(OC(F)(F)F)cc2)CC2Cn3c(nc4cc5ccccc5cc43)C21 (stereo unspecified)	3%	0%	/	/	/	i	-1.3%	-5%	-2%
O=C(Cc1cccc2ccccc12)NN1C(=O)CSC1=S	3%	4%	-0.3%	-5.2%	43%	i	0.2%	-5%	-5%
O=C(COC(=O)c1cc(=O)c2ccccc2o1)NC1CCCC1	2%	-1%	-1.8%	-10%	30%	i	0.1%	2%	-2%
Cc1ccc(S(=O)(=O)N2CCN(C(=O)c3ccccc3)CC2)c(C)c1NS(C)(=O)=O	2%	14%	-1.3%	-5.5%	16%	i	0.0%	-9%	7%
N#Cc1c(Nc2ccccc2)sc(C(=O)C2CC2)c1N	4%	-4%	-3.1%	-7.2%	-8%	i	-0.1%	-7%	-4%
Cc1nc(NC(=O)c2ccc(Br)s2)sc1C(=O)N(C)C	5%	0%	-2.6%	-4.0%	5%	i	0.0%	-5%	3%
O=C(/C=C/c1cccs1)N1CCN(c2ccc(O)cc2)CC1	-1%	-1%	-0.2%	-7.0%	48%	i	-1.2%	6%	4%
CN(C)/C=C(/C(=O)c1ccc(Cl)cc1Cl)S(=O)(=O)c1ccc(Cl)cc1	9%	16%	-1.2%	-13%	17%	i	0.6%	-4%	0%
Cc1cc(N2CCC(C)CC2)n2ncc(-c3ccccc3)c2n1	7%	2%	-0.8%	-3.8%	10%	i	-0.1%	-3%	3%
CN1CCN(C(=O)c2cc3nc(-c4ccc(Cl)cc4)cc(C(F)(F)F)n3n2)CC1	3%	-3%	-0.8%	-5.2%	0%	i	-0.7%	-11%	0%
COC(=O)Nc1ccc2c(c1)ncn2C1CCCCC1	1%	-9%	-0.9%	-0.5%	6%	i	-0.3%	8%	6%
Fc1ccc(CSc2nnc(Cc3sc(-c4ccccc4)nc3-c3ccccc3)o2)cc1	3%	9%	-0.7%	-3.2%	7%	i	0.0%	-3%	-1%
O=C(NCCc1ccccc1)C(=O)NCC1OCCN1S(=O)(=O)c1ccccc1 (stereo unspecified)	-5%	-8%	/	/	/	i	-0.2%	-3%	10%
CCN(CC)C(=S)Nc1cc(C(=O)OC)ccc1C(=O)OC	2%	-47%	-0.6%	0.6%	12%	i	-0.2%	8%	1%
Cc1ccccc1C(=O)c1c[nH]c(C(=O)N=CN(C)C)c1	8%	0%	-0.2%	-5.6%	-3%	i	-0.4%	-2%	3%
CCCCCCCCCCOC(=O)C[N+](C)(C)CC1CCCCC1O (stereo unspecified)	6%	2%	3.5%	-1.8%	-15%	i	-0.2%	6%	-3%
O=C(O)CCc1cccnc1	0%	-7%	/	/	/	i	0.2%	0%	1%
O=C(NO)c1cc(OCC(F)(F)F)ccc1OCC(F)(F)F	10%	23%	0.0%	-2.3%	-3%	i	0.2%	6%	1%
Cc1ccc(OCCSCc2nc3ccccc3[nH]2)cc1	-3%	-3%	3.1%	-2.2%	10%	i	-0.5%	26%	3%
C/C(=N\N1CCN(c2ccc(Cl)cc2)CC1)c1ccco1	4%	9%	0.2%	-2.9%	5%	i	-0.7%	1%	0%
C=C(C)COc1ccc(-c2[nH]ncc2-c2ccccc2)c(O)c1	2%	7%	-2.6%	-5.9%	11%	i	0.0%	5%	5%
N#C/C(=C\c1c(N2CCCCC2)nc2ccccn2c1=O)C(=O)NC1CCS(=O)(=O)C1 (stereo unspecified)	6%	-461%	8.4%	-9.7%	21%	i	0.7%	-14%	1%
CCCSc1nc(C)nc2c1c(=O)n(C)c(=O)n2C	1%	2%	-1.6%	-3.7%	18%	i	-0.1%	4%	-2%
CCC(CO)NCc1cc(OC)c(OCC(=O)NCCc2ccccc2)cc1Br (stereo unspecified)	7%	12%	-0.5%	-7.1%	-3%	i	-0.1%	-6%	-2%
O=C(O)CCC(=O)N1CCc2cc(S(=O)(=O)N(CCc3ccccc3)Cc3ccccc3)ccc21	-2%	20%	-2.9%	-0.2%	-2%	i	0.6%	2%	2%
O=C1C2ON(c3ccccc3)C(c3cccnc3)C2C(=O)N1c1ccc(Cl)c(Cl)c1 (stereo unspecified)	5%	1%	0.2%	-3.7%	11%	i	0.1%	5%	5%
Cc1ccnc(N2C(=O)CSC2c2ccc(Cl)cc2)c1 (stereo unspecified)	-5%	0%	-3.4%	-2.3%	15%	i	-1.4%	6%	-4%
CC(=O)OCc1c(COC(C)=O)[n+](=O)c2ccccc2n1[O-]	10%	1%	/	-4.2%	16%	i	0.2%	-15%	0%
COc1ccc(/C=N/NC(=S)Nc2ccccc2)cc1COc1cccc(C)c1C	12%	12%	/	/	/	i	0.3%	-1%	-1%
O=C(NC(=S)Nc1ccc(CN2CCOCC2)cc1)c1cc2ccccc2o1	0%	5%	2.4%	-5.3%	0%	i	-0.8%	-7%	6%
COCCN1C(=O)c2ccc(C(=O)Nc3nccs3)cc2C1=O	18%	11%	-1.1%	-16%	4%	i	0.7%	-2%	-1%
O=C(CCn1c(=O)sc2ccccc21)NCc1ccc2c(c1)OCO2	-1%	-5%	1.2%	1.9%	-2%	i	-1.1%	-9%	-2%
Cc1ccc(-n2c(SCC(=O)NCCN3C(=O)CSC3=O)nnc2-c2ccccc2F)cc1	-5%	21%	-0.6%	-1.8%	-8%	i	-0.3%	17%	10%
CC(C)N1CCN(Cc2cc(F)ccc2-n2cccn2)CC1CCO (stereo unspecified)	1%	4%	-0.4%	-3.2%	-3%	i	-0.9%	-6%	2%
CC(C)C(OC(=O)c1cccs1)C(=O)NC1CCCCC1 (stereo unspecified)	4%	-9%	-0.2%	-15%	2%	i	-0.2%	6%	3%
O=C(c1cc(-c2ccccc2)on1)N1CCCc2ccccc21	/	/	-0.2%	-13%	7%	i	-0.9%	/	-2%
CC1CC(C)CN(S(=O)(=O)c2cccc(C(=O)N3C(=O)c4cccc(N)c4C3=O)c2)C1 (stereo unspecified)	2%	5%	-2.2%	-7.0%	5%	i	0.4%	5%	-5%
COc1ccc(CNC(=O)c2ccc(-c3ccccc3)cc2)cc1OC	4%	1%	4.8%	0.9%	1%	i	-0.3%	-13%	12%
O=C(CCCN1C(=O)/C(=C/c2ccccc2Cl)SC1=S)NNC(=O)c1cccnc1	3%	-1%	/	/	/	i	1.3%	5%	-3%
CCC(Oc1ccccc1)C(=O)N1CCC(C(N)=O)CC1 (stereo unspecified)	-3%	-4%	0.7%	-2.9%	4%	i	0.3%	6%	4%
CCOC(=O)C1CC=C(Cl)CC1C(=O)Nc1nccs1 (stereo unspecified)	0%	8%	/	-4.1%	17%	i	-0.3%	6%	4%
CCCc1cc(=O)[nH]c(SCC(=O)NN(c2ccccc2)c2ccccc2)n1	14%	13%	-1.2%	-4.6%	3%	i	0.6%	-8%	-5%
O=C(CC1Nc2ccccc2NC1=O)NCC1COc2ccccc2O1 (stereo unspecified)	-10%	-5%	0.8%	-3.4%	4%	i	-0.1%	15%	1%
O=C1OC(c2ccc(Br)cc2)=N/C1=C\N1CCCCC1	-1%	11%	/	-6.6%	4%	i	-1.1%	-1%	-4%
Cc1cc(C)c2nc(SCCC#N)nc(C)c2c1	5%	-13%	-1.6%	-3.5%	5%	i	0.1%	-5%	1%

Screens from PubChem BioAssay.
